Pf growth 96h = P. falciparum growth inhibition at 96 hours; P. falciparum luciferase reporter growth, 96 h; Potency, µM (doses to about 28.7 µM), for the others: at the highest dose activity change, negative = inhibition, hits mostly inhibitors; 320,000 compounds, 6.9% hits; AID 504834; further: potency means the concentration at half of the fitted maximal effect; on the % scale 0 is the no-effect control and ±100 the full control effect
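Erythrocytes infected with luciferase-expressing P. falciparum were dispensed at 2% hematocrit and 0.05% parasitemia (final), then incubated with compounds 96 hours at 37 C in 5% CO2. Luminescence after detection reagent addition reported growth.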
Shiga inhibitor = Shiga toxin inhibition | Vero cells, Shiga toxin protein synthesis inhibition reporter | inhibition, % at 38.7 µM | 290,000 compounds, 9.2% hits; in the data active means inhibition mostly above about 28%, no sharp cut-off; inactive means mostly below about 43%; further: 0% is about no effect
Pf growth 48h = P. falciparum growth inhibition at 48 hours (one generation) | P. falciparum luciferase growth in erythrocytes, 48 h | Potency, µM (doses to about 28.7 µM), for the others: top-dose activity change, negative = inhibition, usual class: inhibitors | 310,000 compounds, 5.9% hits | AID 504832; further: potency means the concentration at half of the fitted maximal effect; on the % scale 0 is the no-effect control and ±100 the full control effect
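Luminescence readout; reporter = integrated firefly luciferase in P. falciparum. RBC culture at 2% hematocrit, 0.1% parasitemia final, 37 C/5% CO2; decreased signal taken as growth inhibition.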
FBPA Giardia inh = blocks Giardia fructose-bisphosphate aldolase activity; purified Giardia FBPA; Potency, µM (doses to about 59.6 µM), for the others: at the highest dose activity, negative = inhibition, hits mostly inhibitors; 290,000 compounds, 0.71% hits; further: potency means the concentration at half of the fitted maximal effect; on the % scale 0 is the no-effect control and ±100 the full control effect; nearly all actives have a fitted effect of over 55% in size
Target sequence (A8B2U2 whole entry, looked up): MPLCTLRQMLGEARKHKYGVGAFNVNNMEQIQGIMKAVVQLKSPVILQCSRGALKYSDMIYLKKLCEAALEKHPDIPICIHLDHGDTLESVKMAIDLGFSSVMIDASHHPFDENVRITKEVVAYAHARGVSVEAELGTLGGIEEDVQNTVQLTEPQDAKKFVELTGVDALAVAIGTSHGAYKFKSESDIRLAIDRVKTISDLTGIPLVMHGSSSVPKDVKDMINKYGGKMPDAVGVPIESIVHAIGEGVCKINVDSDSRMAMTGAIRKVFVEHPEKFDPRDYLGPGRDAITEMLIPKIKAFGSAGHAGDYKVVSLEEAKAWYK
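40 nM FBPA preincubated 10 min at RT with compound (up to 57.5 uM final), then substrate plus GAPDH/TPI/NAD/arsenate coupling and diaphorase/resazurin added. Fluorescence read after 20 min at RT, 525/598 nm.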
CHX counter = counter-screen hit for Shiga toxin inhibitors, cycloheximide; cell reporter, cycloheximide protein synthesis inhibition counterscreen; max response, %; 300,000 compounds, 12% hits; AID 2314; in the data active means max response mostly above about 13%, no sharp cut-off; inactive means mostly below about 14%; further: read at 38.3 µM for the half of the compounds with a filed dose; 0% is about no effect
HCV inhibitor = blocks hepatitis C virus. Huh7.5.1 HCVcc-Cre infection, luciferase reporter, 44 h. Potency, µM (top dose mostly 41.8 µM), without a hit: at the highest dose activity change, negative = inhibition, usual class: inhibitors. 340,000 compounds, 3.4% hits. AID 651820; further: potency means the concentration at half of the fitted maximal effect; on the % scale 0 is the no-effect control and ±100 the full control effect
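1,000 cells/well; 4 h culture; + compound; + HCVcc-Cre (~0.5 moi); 44 h; luciferase substrate, RT 15 min; read 15 sec.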
Starred values were filed as active, the others as inactive; ? = inconclusive; nt = no result given; [ ] = another dose, or the depositor's remark. Unless noted, the call rests on the fitted dose curve; in most records, active means well fitted curve in the direction sought with a large enough effect; inconclusive means small, poorly fitted or top-dose-only effect, or another doubt; inactive means no such curve, though single readings can be large; an effect the other way counts as inactive or inconclusive.

Each structure is followed by: Pf growth 48h | Pf growth 96h | CHX counter | FBPA Giardia inh | Shiga inhibitor | HCV inhibitor
[1] COc1ccc(/C=N\NC(=O)C2=NNC(=O)C2C)cc1 (stereo unspecified)
    324.0%[activator] | 317.1%[activator] | 24.9* | -14.4% | 42.4* | 10.2%
[2] COc1cc2cc(C(c3nnnn3Cc3ccc(F)cc3)N3CCCCCC3)c(=O)[nH]c2cc1OC (stereo unspecified)
    ? | ? | 1.2 | -17.0% | 0.9 | 3.7%
[3] Cc1[nH][nH]c(=O)c1C(c1ccc(-c2cccc(C(=O)O)c2)o1)c1c(C)[nH][nH]c1=O
    14.0% | 0.0% | 58.5* | 19.9µM* | 74.4* | -3.4%
[4] Cn1c(=O)c2[nH]c(-c3ccccc3)c(O)c2n(C)c1=O
    -14.7% | 0.0% | -1.2 | -14.0% | -1.6 | 9.3%
[5] CN(C)S(=O)(=O)Oc1ccsc1C(=O)Nc1ccc(Br)cc1
    -0.7% | 6.2% | 3.2 | -9.8% | 45.2 | ?
[6] Cc1nc2scc(C)n2c(=O)c1S(=O)(=O)Nc1ccc(N2CCN(C(=O)C(C)C)CC2)cc1
    -16.0% | -24.6% | -8.9 | 1.6% | -9.5 | -11.7%
[7] CN=CC1=C(O)c2ccccc2C1=O
    30.2%[activator] | -20.1% | 41.5* | 0.0% | 75.9* | 2.4%
[8] COc1cc(C(=O)Nc2nccs2)ccc1OCc1c(C)noc1C
    ? | 2.0%[5.75 µM] | 21.9 | 18.4% | 33.5 | -8.7%
[9] Cc1cccc(-c2n[nH]c(=S)n2/N=C/C=C/c2ccco2)c1
    0.0% | 28.4% | -1.7 | -2.0% | 7.7 | -0.2%
[10] CCn1c(=O)c(C(=O)CN2CCN(S(=O)(=O)c3ccccc3)CC2)c(N)n(Cc2ccccc2)c1=O
    -11.8% | ? | -5.1 | 0.2% | -3.2 | 1.6%
[11] CC12CCC(=O)N1C(C(=O)Nc1cccc(S(=O)(=O)N3CCCCC3)c1)CS2 (stereo unspecified)
    -16.2% | ? | nt | nt | nt | ?
[12] CN(C)C(=O)c1c([N+](=O)[O-])c(C(C)(C)C)nn1C
    17.1% | 3.2% | -2.9 | 1.0% | -5.2 | 26.0%
[13] c1cc(N2CCCC2)ccc1C(c1nnnn1C1CCCCC1)N1CCOCC1 (stereo unspecified)
    0.0% | -2.0% | -8.0 | -7.3% | -20.4 | ?
[14] COc1cc(-c2nc3cnccn3c2NC(C)(C)CC(C)(C)C)ccc1O
    ? | ? | -1.5 | 6.1% | nt | ?
[15] Cc1ccc(-c2nc(CS(=O)CC(=O)NCCN3CCCCCC3)c(C)o2)cc1 (stereo unspecified)
    5.4% | ? | 2.2 | nt | -1.3 | -1.8%
[16] O=C(NC(=S)N1CCN(c2nc(-c3ccccc3)cs2)CC1)c1cccnc1
    10.4µM* | ? | -2.9 | 14.8% | -3.3 | 3.6%
[17] COc1ccccc1N=Cc1c(C)[nH]n(-c2ccc(C)cc2C)c1=O
    5.4% | 15.4% | -2.2 | -15.2% | -8.6 | -16.0%
[18] Cc1ccnc(NS(=O)(=O)c2ccc(C(C)(C)C)cc2)c1
    -2.6% | 37.7%[activator] | -2.6 | 5.2% | -3.0 | nt
[19] CCOc1ccc(-n2c(SCC(=O)Nc3cc(C)on3)nc3c(c2=O)SCC3)cc1
    ? | -20.4% | -2.1 | 2.4% | 18.5 | 9.8%
[20] O=[N+]([O-])c1ccc(CSc2nnc(SCc3ccccc3)s2)cc1
    19.8% | 7.4% | 6.0 | 4.3% | 6.8 | 1.3%

Exported as labelled records: entries from further up
1. COc1ccc(/C=N\NC(=O)C2=NNC(=O)C2C)cc1 (stereo unspecified)
  Pf growth 48h: 324.0%[activator]; Pf growth 96h: 317.1%[activator]; CHX counter: 24.9*; FBPA Giardia inh: -14.4%; Shiga inhibitor: 42.4*; HCV inhibitor: 10.2%
17. COc1ccccc1N=Cc1c(C)[nH]n(-c2ccc(C)cc2C)c1=O
  Pf growth 48h: 5.4%; Pf growth 96h: 15.4%; CHX counter: -2.2; FBPA Giardia inh: -15.2%; Shiga inhibitor: -8.6; HCV inhibitor: -16.0%

Further records.
Each structure is followed by: Pf growth 48h | Pf growth 96h | CHX counter | FBPA Giardia inh | Shiga inhibitor | HCV inhibitor
[21] CCc1nnc(NC(=O)CCN(c2ccc(C)cc2)S(=O)(=O)c2ccccc2)s1
    -9.0% | -24.6% | -1.7 | -4.3% | -3.8 | -21.6%
[22] CC(C)C1C2=C(CC(C)(C)CC2=O)ON1c1ccccc1 (stereo unspecified)
    -18.5% | 6.4% | 1.3 | -4.1% | -13.6 | -1.4%
[23] CCCc1c(C(=O)N/N=C/C(C)=C/c2ccco2)nnn1-c1nonc1N
    -10.6% | ? | 2.1 | nt | -2.5 | ?
[24] Cc1cccc(-n2nc3c(c2NC(=O)c2ccco2)CSC3)c1C
    ? | 40.1%[activator] | 7.0 | -1.9% | -7.5 | 7.9%
[25] CC(=O)c1ccccc1NC(=O)COC(=O)c1ccccc1NC(=O)c1ccccc1
    14.2% | -8.9% | 8.4 | 0.4% | 14.8 | 0.3%
[26] Cc1ccc2[nH]c(O)c(N=Nc3ccccc3C)c2c1
    -0.7% | 22.6% | -2.1 | -19.6% | 28.0 | 2.6%
[27] CCOC(=O)c1sc(N)c(C#N)c1CSc1nc2ccc(C)cc2[nH]1
    -14.1% | -17.4% | 1.0 | -9.8% | 2.2 | -8.4%
[28] CCc1ccc(NC(=O)COC(=O)CCC2CCCC2)cc1
    ? | ? | nt | nt | nt | 7.7%
[29] C[C@@H](C(=O)Nc1cccc(S(=O)(=O)N2CCOCC2)c1)N1C(=O)C2CC=CCC2C1=O (stereo partly specified)
    12.8% | ? | -3.2 | -5.7% | -1.5 | -3.8%
[30] COc1ccc(OC)c(NC(=O)CCNS(=O)(=O)c2ccc3c(c2)c(=O)n(C)c(=O)n3C)c1
    23.5% | 30.1% | -5.1 | -4.2% | 20.1 | -13.1%
[31] CCCN(CCC)C1Sc2ccc(C(=O)OC)cc2NC1=O (stereo unspecified)
    nt | 29.2% | -3.1 | -0.2% | 13.7 | nt
[32] O=C(Nc1cccnc1)C1CCC(CNS(=O)(=O)c2cccc3nsnc23)CC1 (stereo unspecified)
    ? | -26.0% | 5.4 | 1.4% | 9.2 | -13.4%
[33] CC(NC(=O)CSc1nc2c(c(C(F)(F)F)n1)CCc1ccccc1-2)c1ccccc1 (stereo unspecified)
    7.38µM* | -3.6% | -1.3 | -12.3% | -8.9 | 12.6µM*
[34] COc1cc2ccccc2cc1C(=O)Nc1ccc(Cl)cn1
    130.9%[activator] | 1.7% | 15.6* | 1.3% | nt | 6.5%
[35] CCC(=O)Nc1ccc2c(c1)nc(CCNC(=O)c1ccco1)n2C
    1.4% | -18.9% | -7.6 | -6.2% | -7.6 | 4.7%
[36] CCN(CC)S(=O)(=O)c1cccc(C(=O)N[C@H](C(=O)OCC(=O)Nc2ccccc2)C(C)C)c1
    22.9% | nt | 14.7* | -5.6% | 15.9 | -13.8%
[37] Cc1cccc(OCC(=O)OC(C)C(=O)Nc2ccc(S(=O)(=O)N3CCCCC3)cc2)c1 (stereo unspecified)
    -16.5% | ? | nt | nt | nt | 30.8%[activator]
[38] Nn1c(C2CCC2)nc2cc(Cl)ccc2c1=O
    18.0% | ? | -3.0 | -2.5% | nt | -12.6%
[39] CC(=O)Nc1ccc(S(=O)(=O)Nc2cccc(-c3cn4c(n3)SCC4)c2)cc1
    ? | ? | -2.6 | -0.7% | -4.1 | 12.4%
[40] COC(=O)c1sccc1NC(=O)Cc1ccc(OC)cc1
    2.3% | 34.7%[activator] | 12.2 | 3.2% | 17.6 | -13.1%
[41] CCOC(=O)C1(CC2CC2)CCN(Cc2ccc(OC)cc2F)CC1
    0.0% | 15.6% | -0.9 | 5.5% | -5.7 | ?
[42] COc1ccc(S(=O)(=O)N2CCOCC2)cc1NC(=O)CSc1nnnn1C1CC1
    2.7% | -29.0% | nt | nt | nt | -0.6%
[43] Cc1ccc(CCNC(=O)C2CCN(S(=O)(=O)c3cccc4nonc34)CC2)cc1
    -17.7% | 86.9%[activator] | -4.6 | -4.9% | -19.3 | -3.1%
[44] CCOc1ccc(-n2cc(C(=O)c3cc(Cl)ccc3O)cc(C#N)c2=O)cc1
    -25.7% | ? | 1.0 | 4.8% | -8.5 | 0.8%
[45] CN(C)C(CNC1CC(C)(C)NC(C)(C)C1)c1cccc(F)c1 (stereo unspecified)
    ? | 0.9% | -2.4 | 17.0% | -9.7 | -6.0%
[46] COc1cc(OC)c(OC)cc1/C=N/NC(=O)C[n+]1ccccc1
    2.4% | 7.5% | -0.6 | 0.2% | -10.4 | 18.5%
[47] C[C@H](NC(=O)C1CC(=O)N(c2ccc(F)cc2)C1)C(=O)N1CCCCC1 (stereo partly specified)
    26.2% | 65.3%[activator] | -2.0 | 9.7% | 11.2 | 24.2%
[48] COc1ccc(COC(=O)c2ccc(Cl)c(S(=O)(=O)N3CC(C)OC(C)C3)c2)cc1 (stereo unspecified)
    4.65µM* | 6.57µM* | nt | nt | nt | 14.1µM*
[49] O=C(/C=C/c1ccc(O)c(O)c1)c1ccc(O)cc1O
    nt | nt | 10.1* | -12.0% | 34.9* | nt
[50] COC(=O)C1=C(CS(=O)(=O)c2ccc(Cl)cc2)NC(=O)NC1c1ccc(O)cc1 (stereo unspecified)
    1.7% | ? | 6.0 | 8.7% | 4.3 | 13.2%
[51] COCCN(C(=O)/C=C/c1ccccc1)c1c(N)n(Cc2ccccc2)c(=O)[nH]c1=O
    0.0% | 3.1% | -4.0 | 0.4% | -15.9 | 25.2%
[52] CCOC(=O)c1ccc(OCCOc2ccccc2C)cc1
    1.9% | ? | 33.6* | ? | nt | 7.1%
[53] O=C(Cc1nc2ccccc2[nH]1)c1ccc([N+](=O)[O-])cc1
    1.85µM* | 2.94µM* | 29.0* | -0.5% | 59.9* | -11.0%
[54] O=C(COC(=O)/C(=C/c1cccs1)c1cccs1)NC(c1ccccc1)c1ccccc1
    ? | ? | -1.5 | -6.8% | 29.2 | ?
[55] C=CCN(CC=C)C(=S)Nc1ccc(OC)c(OC)c1
    3.3% | ? | -4.8 | ? | 11.6 | 12.4%
[56] N#Cc1c(NCCO)nc(NCc2ccccc2)c2c1CCN(Cc1ccccc1)C2
    ? | -0.1% | 11.2 | -20.2% | 22.0 | ?
[57] O=C(NCCc1nc(-c2ccccc2)cs1)c1ccc(Br)cc1
    8.6% | -0.4% | -0.8 | -3.0% | -6.6 | 11.2µM*
[58] COC(=O)CN(c1ccccn1)S(=O)(=O)c1ccccc1
    22.8% | 2.33µM* | -0.5 | nt | 28.1 | -1.0%
[59] COc1ccc2c3c([nH]c2c1)C(C)=NCC3
    -1.4% | ? | -2.8 | -14.9% | -10.3 | -7.8%
[60] CCc1ccc(C(=O)CSc2n[nH]c(-c3ccncc3)n2)cc1
    nt | 5.22µM* | 2.8 | 4.3% | -2.1 | -28.1%
[61] O=C(c1ccccc1)N(Cc1nc2ccccc2c(=O)[nH]1)C1CCCC1
    ? | 12.6% | -0.9 | 3.0% | 27.5 | 7.9%
[62] O=C(CCN1C(=O)C2CC=C(Cl)CC2C1=O)NCc1ccccc1 (stereo unspecified)
    2.2% | -29.5% | 1.4 | 2.6% | -0.7 | 3.3%
[63] O=C(CN1C(=O)NC2(CCCCCCC2)C1=O)N1CCc2ccccc2C1
    -1.3% | ? | -4.1 | 6.1% | -18.0 | -1.7%

Rewritten screen by screen: part of the list above.
54. O=C(COC(=O)/C(=C/c1cccs1)c1cccs1)NC(c1ccccc1)c1ccccc1
55. C=CCN(CC=C)C(=S)Nc1ccc(OC)c(OC)c1

| assay / entry | 54 | 55 |
| --- | --- | --- |
| Pf growth 48h | ? | 3.3% |
| Pf growth 96h | ? | ? |
| CHX counter | -1.5 | -4.8 |
| FBPA Giardia inh | -6.8% | ? |
| Shiga inhibitor | 29.2 | 11.6 |
| HCV inhibitor | ? | 12.4% |
